mcGAS MS inh – inhibitors of mouse cGAS. Q8C6L5. inhibition, % at 12.5 µM. recombinant mouse cGAS, cGAMP by RapidFire MS. actives 0.18% (n = 130,000);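 active means inhibition of cGAS enzyme activity at or above 60%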;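 further: enzyme stimulated by 45 bp dsDNA with ATP and GTP substrates; cGAMP share of summed cGAMP plus half ATP and half GTP signals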
Target sequence (Q8C6L5 whole entry, looked up): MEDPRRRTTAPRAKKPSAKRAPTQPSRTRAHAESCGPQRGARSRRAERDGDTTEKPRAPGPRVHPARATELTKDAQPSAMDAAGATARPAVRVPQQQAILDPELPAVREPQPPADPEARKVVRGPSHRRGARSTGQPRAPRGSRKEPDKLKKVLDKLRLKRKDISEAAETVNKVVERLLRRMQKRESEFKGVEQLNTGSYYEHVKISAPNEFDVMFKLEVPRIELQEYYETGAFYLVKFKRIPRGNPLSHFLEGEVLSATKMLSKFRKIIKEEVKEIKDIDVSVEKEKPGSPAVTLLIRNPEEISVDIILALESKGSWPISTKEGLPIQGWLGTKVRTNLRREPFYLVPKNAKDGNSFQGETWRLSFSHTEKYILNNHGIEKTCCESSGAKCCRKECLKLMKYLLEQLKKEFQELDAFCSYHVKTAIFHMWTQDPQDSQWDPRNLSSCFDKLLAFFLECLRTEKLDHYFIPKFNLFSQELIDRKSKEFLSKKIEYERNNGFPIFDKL
Numbers without * were called inactive; & = joins results of further samples. Only part of the results is shown. The share of hits here may be higher or lower than overall.

SMILES	mcGAS MS inh
CCc1nccn1CCC(=O)N1CC[C@@H](c2sccc2C)[C@H](O)C1	-14.2
Cc1ccc(C2CCCN2C(=O)C(=O)Nc2cnccc2C)o1 (stereo not drawn)	-1.6
CC(=O)N1CCN(C(=O)C=Cc2cn(Cc3ccccc3)nc2-c2ccccc2)CC1	-8.2
COc1cc(CN2CCC(N3CCCC3=O)CC2)ccc1OC(C)C	-10.5
CCCCc1c(C)c(C#N)c2[nH]c3ccccc3n2c1=O	0.7&0.8
COC(=O)c1ccc(-c2noc(CN3CCN(Cc4ncccc4C)CC3)n2)cc1	-4.1
CSc1nc2ncc3c(=O)n(-c4cc(Cl)ccc4Cl)ccc3n2n1	-3.2
CC(=O)c1cc(CN2CCCC(CCC(=O)N3CCN(C)CC3)C2)cs1 (stereo not drawn)	-8.5
CNCc1c(C)nn(Cc2ccccc2Cl)c1C	10.6
O=C(c1cnsn1)N1CCc2c([nH]c3ccccc23)C1c1ccccc1F (stereo not drawn)	-10.6
COc1ncc(C(=O)N2CCCN(Cc3cccs3)CC2)cn1	-4.4
O=C(O)c1ccccc1Sc1ccc(Br)cn1	-6.9
NS(=O)(=O)c1ccc(N=Nc2c(O)[nH]c3ccc(Br)cc23)cc1	-28.3
CC1CCC2(CC1)NC(=O)N(NC(=O)CSc1nnc(NC3CC3)s1)C2=O (stereo not drawn)	-4.2
Cn1c(C(=O)NC2CC(=O)N(Cc3cccc(F)c3)C2)cc2ccccc21 (stereo not drawn)	4.6
CCc1nc(C(N)=O)c2[nH]c(=O)n(-c3ccc(OC)cc3OC)c2n1	-4.6
Nc1nc(NCCO)nc(N2CCN(Cc3ccccc3)CC2)c1[N+](=O)[O-]	-7.1
CC(=O)Nc1sc2c(c1C#N)CCC2	-7.0
Cc1ccccc1-n1nc2c(c1NC(=O)/C=C\c1ccccc1)CSC2	0.2
O=C(c1nnc2n1CCN(C(=O)C1(c3ccc(Cl)cc3)CCCC1)C2)N1CCOCC1	6.0
O=S(=O)(NC1CCCC1)c1cncc(Cl)c1	-7.5
Cc1ccc(Cc2c(N)nn3c2NC(c2cccnc2)C(C#N)C3=N)cc1 (stereo not drawn)	-1.1
CN(CC1CCCN(Cc2nnsc2Cl)C1)C(=O)OC(C)(C)C (stereo not drawn)	-12.7
COc1ccc(C(CC(=O)NCc2ncc[nH]2)c2ccccc2)cc1 (stereo not drawn)	-4.3
Cc1sc2nc(SC(C)C(=O)NCC3CCCO3)n(CC(C)C)c(=O)c2c1C (stereo not drawn)	-5.9
CCN1CCOC(CCNS(=O)(=O)c2cnn(CC)c2)C1 (stereo not drawn)	-18.3
CC1CC[C@@]2(OC1)O[C@H]1CC3C4CC[C@@H]5C[C@@H](O)CC[C@]5(C)C4CC[C@]3(C)[C@H]1[C@@H]2C (stereo partly drawn)	-5.1
O=c1oc2ccc(Cl)cc2cc1-c1csc(Nc2ccccc2)n1	-0.8
CCOC(=O)C1(C)CCCN1C(=O)c1ccc(OC)cc1OC (stereo not drawn)	2.3
COc1cccc(N2CCCC(NC(=O)Cc3cccc(O)c3)C2)c1 (stereo not drawn)	-9.5

Looked up by structure from the list above:
SMILES	mcGAS MS inh
CN(CC1CCCN(Cc2nnsc2Cl)C1)C(=O)OC(C)(C)C (stereo not drawn)	-12.7
O=S(=O)(NC1CCCC1)c1cncc(Cl)c1	-7.5
COc1cccc(N2CCCC(NC(=O)Cc3cccc(O)c3)C2)c1 (stereo not drawn)	-9.5
CC1CC[C@@]2(OC1)O[C@H]1CC3C4CC[C@@H]5C[C@@H](O)CC[C@]5(C)C4CC[C@]3(C)[C@H]1[C@@H]2C (stereo partly drawn)	-5.1

Additional results.
SMILES	mcGAS MS inh
CCC/C(=N\NC(=O)C1CC12CCC2)c1ccccc1 (stereo not drawn)	-8.1
COC(=O)c1ccc(-c2nc(CN(Cc3c(C)nn(C)c3C)C(C)C)c(C)o2)cc1	-4.7&-4.0
CCN=c1scc(-c2ccc3c(c2)CCC(=O)N3)n1CC	-5.0
O=C1C=CC(=O)N1c1ccc(F)cc1F	-15.9
COc1cccc(CNC(=O)CCC2CCCN(c3ncccn3)C2)c1 (stereo not drawn)	-8.4
Cc1csc(NC(=O)c2ccccc2SCc2ccco2)n1	1.2
Cc1nn(C(=O)COc2ccccc2[N+](=O)[O-])c(C)c1S(=O)(=O)N1CCc2ccccc2C1	-6.3
CCCCC(CC)CNP1(=O)C=C(c2ccccc2)SC(c2ccccc2)=C1 (stereo not drawn)	-2.6
COc1ccc(C(NC(=O)CN2CCN(Cc3cc(C)on3)CC2)C(C)C)cc1 (stereo not drawn)	-9.0
CCCN(CC#Cc1ccccc1)c1nc(C)nc2oc(C)nc12	-7.5
Cc1cc(C)c(CCNS(=O)(=O)CC2CCOCC2)c(C)c1	-58.1
O=C(O)c1ccc(C2CCN(C(=O)C3CCOCC3)C2)cc1 (stereo not drawn)	-23.7
O=c1c2nnn(Cc3ccc(F)cc3)c2ncn1C/C=C/c1ccccc1	4.9
CC1=C(C(=O)N2CCOCC2)C(c2cccc(F)c2)NC(=S)N1 (stereo not drawn)	10.5
CC(Oc1ccccc1Cl)C(=O)N1CCOC(Cc2ccccc2)C1 (stereo not drawn)	-1.0
COc1ccc(/C(C)=N\N2C(C)CCCC2C)c(OC)c1 (stereo not drawn)	3.5
CC(C)Cc1cc(C(=O)N2CCC3(CCCN(C)C3=O)C2)nc(N)n1 (stereo not drawn)	-14.3
Cc1ccc(N2C(=O)SC(N(CC(N)=O)c3ccc(C)cc3)C2=O)cc1 (stereo not drawn)	-0.5
CN1CCN(C(=O)CCNS(=O)(=O)C2CCCCC2)CC1	-9.0
NC(=O)c1ccc(NC(=O)NCCn2cnnc2C2CC2)cc1Cl	2.0

As a short view, 5 of the compounds above.
SMILES	mcGAS MS inh
COc1ccc(/C(C)=N\N2C(C)CCCC2C)c(OC)c1 (stereo not drawn)	3.5
CC(C)Cc1cc(C(=O)N2CCC3(CCCN(C)C3=O)C2)nc(N)n1 (stereo not drawn)	-14.3
Cc1ccc(N2C(=O)SC(N(CC(N)=O)c3ccc(C)cc3)C2=O)cc1 (stereo not drawn)	-0.5
CN1CCN(C(=O)CCNS(=O)(=O)C2CCCCC2)CC1	-9.0
NC(=O)c1ccc(NC(=O)NCCn2cnnc2C2CC2)cc1Cl	2.0

Following part.
SMILES	mcGAS MS inh
CC(Sc1n[nH]c(CC2CCCC2)n1)C(=O)N1CCNC1=O (stereo not drawn)	-6.0
O=C(C1CCCN(c2ncnc3c2nc2n3CCCCC2)C1)N1CCCCC1 (stereo not drawn)	-9.1
CC(Oc1ccc(C(=O)Nc2ccc3c(c2)OC(C)(C)O3)cn1)c1ccccc1 (stereo not drawn)	0.9
CCCCn1c(=O)[nH]c(=O)c2c1nc(CNC(C)c1ccc(F)c(F)c1)n2CC (stereo not drawn)	-4.3
COC(=O)Cn1c(=O)c2c(nc3n2CC(C)CN3c2ccccc2OC)n(C)c1=O (stereo not drawn)	-4.8
Cc1cccc(C)c1-n1nnnc1SCc1nc(-c2ccccc2)no1	-4.7
C=C(Cl)Cn1ccnc1S(C)(=O)=O	-1.0
CN(C)S(=O)(=O)c1ccc(C(=O)Nc2ccc(Cl)cn2)o1	14.1
CN(C)C(=O)N1CCCC(C(=O)Nc2ccc3c(c2)-c2ccccc2C3)C1 (stereo not drawn)	-31.7
CC(C)(C)C(=O)NC(=S)Nc1ncccn1	-16.1
O=C(NC1CC1)c1ccc(CN(C2CC2)S(=O)(=O)c2cccc3nsnc23)cc1	-5.7
Cc1ccc(C(=O)Nc2ccc(CC#N)cc2)cc1F	-0.7
CCCOC1CCCN(Cc2cnc(S(=O)(=O)C3CCCC3)n2CCCOC)C1 (stereo not drawn)	4.8
Cc1cn2c3c(=O)n(C)c(=O)n(C)c3nc2n1Cc1cccc2ccccc12	-10.7
COC1(C)CC(N(C)C(=O)NCC2CCN(C3CC3)C2)C1(C)C (stereo not drawn)	-61.3
COc1ccc(-c2cc(C(=O)O)c3c(C)nn(C4CCS(=O)(=O)C4)c3n2)cc1 (stereo not drawn)	-6.2
Cc1cn2c3c(=O)[nH]c(=O)n(C)c3nc2n1CCc1ccccc1	2.2
O=CN1CCCN(c2nc3nonc3nc2NC2CCCC2)CC1	-1.0
O=C(CC1C(=O)NCCN1Cc1cccc(F)c1F)NCc1ccccc1-n1cncn1 (stereo not drawn)	-6.9
O=C(Nc1nnc(-c2ccccc2Cl)o1)c1cc2cc([N+](=O)[O-])ccc2s1	-5.8
Cc1cc(C(c2ccc(C)o2)c2ccc(C)o2)c(O)c([N+](=O)[O-])c1	4.2
COc1cccc(CC2(CO)CCCN(Cc3cc(CC(C)C)n[nH]3)C2)c1 (stereo not drawn)	-10.5
Cc1ccc(C2=C(Cl)S(=O)(=O)c3cc(C)ccc32)cc1	-9.1
CCn1ccc(C(=O)Nc2nnc(-c3ccco3)o2)n1	8.0
Cc1cn2c3c(=O)n(CCN4CCOCC4)c(=O)n(C)c3nc2n1CCc1ccccc1	-6.5
CN(C)C1Cc2ccccc2N(C(=O)c2cc(-c3ccccn3)no2)C1 (stereo not drawn)	-11.7
CC(C)(C)OC(=O)NC1(CN)CCCCCC1	-6.8
NC(=O)C1CCN(C(=O)c2ccc(S(=O)(=O)NCCc3ccccc3)o2)CC1	-8.1
O=[N+]([O-])c1cc2c(c([N+](=O)[O-])c1)NCCC2	-7.9
CC(C)COCC(O)CN1CCN(c2ccc(NC(=O)C(C)C)cn2)CC1 (stereo not drawn)	-7.9
O=C(COc1cc(Cl)ccc1Cl)NC1CCc2ccccc21 (stereo not drawn)	-6.0
Cc1ccc(CN(C)C(C(=O)N(C)C)c2ccccc2)c(C)c1 (stereo not drawn)	-6.1
CC(C)NC(=O)CNC(=O)C1(c2ccccc2F)CC1	-10.6
O=S(Cc1csc(-c2ncccn2)n1)CC1CCCCO1 (stereo not drawn)	-5.1
CNC(=O)Cc1ccccc1NC(=O)C1=Cc2cc(Br)ccc2OC1	2.7
CC(CS(C)(=O)=O)C(=O)NC(c1ccccc1F)C1CCCC1 (stereo not drawn)	-10.2
O=C(CSc1nc2[nH]ncc2c(=O)[nH]1)NC1CCCC1	-5.1
COc1ccc(-c2ccc(=O)n(CC(N)=O)n2)cc1	-6.1
O=C(NC1CCCCCC1)C1(Cc2nc3ccccc3[nH]2)CCCC1	5.0
CCc1nc(-c2cccc(-n3ccnc3-c3ccc(OC)c(O)c3)c2)n[nH]1	-4.3
COc1cc2c(cc1OC)CN(C(=O)Nc1cccnc1-n1cccn1)CC2	7.7
CC(NC(=O)CCCC[C@@H]1SC[C@@H]2NC(=O)N[C@@H]21)c1cc(F)c(Cl)cc1Cl (stereo partly drawn)	-10.3
O=C(CN1CCCN(C(=O)c2cccc(Cl)c2)CC1)NC(=O)NC1CC1	1.4
CO[C@H]1C[C@H](O[C@H]2[C@H](C)[C@@H](OC3O[C@H](C)C[C@H](N(C)C)[C@H]3O)[C@@H](C)C[C@]3(CO3)C(=O)[C@H](C)[C@@H](O)[C@@H](C)[C@@H](C)OC(=O)[C@@H]2C)O[C@@H](C)[C@@H]1O (stereo partly drawn)	-9.4&2.1
Cc1ccc2c(c1)c(CNC(=O)C1CNCC(=O)N1)nn2C (stereo not drawn)	63.7*
CN1CCNC(=O)C12CCN(C(=O)[C@]13CC[C@](C)([C@@H](O)C1)C3(C)C)CC2	-1.5
O=S(=O)(c1ccc2c(c1)OCCCO2)N1CCCC(c2nc3ccccc3s2)C1 (stereo not drawn)	10.0
O=C(NCCCn1nc(-c2ccncc2)ccc1=O)c1ccccc1	-6.2
CCN(Cc1ccc(Br)s1)C(=O)c1ccc(=O)[nH]c1	-1.2
CN(CCOc1cccc(F)c1)C(=O)c1cccnc1N1CCCC1	-1.6
Next records follow.
SMILES	mcGAS MS inh
COc1ccc(C2C(C(C)=O)=C(C)Nc3ncnn32)cc1 (stereo not drawn)	-10.0
CC1C(=O)N2CCCc3cc(NC(=O)C(=O)NCC4CCN(S(C)(=O)=O)CC4)cc1c32 (stereo not drawn)	-0.7
Cc1nnc(CNC(=O)Nc2cc(Cl)cc(Cl)c2)n1C	-1.4
COc1ccc(CNC(=O)C(C)OC(=O)C23CC4CC(CC(C4)C2)C3)cc1 (stereo not drawn)	9.3
Cc1ccccc1-c1noc(CNCc2cncn2CC(C)C)n1	-11.6
C#C[C@]1(O)CC[C@H]2[C@@H]3CCc4cc(OC)ccc4[C@H]3CC[C@@]21C	-12.0
COc1ccc(C)c2sc(=NC(=O)c3ccc(S(C)(=O)=O)cc3)n(C)c12	-2.5
Cc1ccc(C(=O)/C=C/N2CCN(/C=C/C(=O)c3ccc(C)cc3)CC2)cc1	-12.6
CCCS(=O)(=O)NCC(CCO)c1ccccc1 (stereo not drawn)	-1.0
CN(C)S(=O)(=O)Oc1ccc(C(=O)c2ccccc2)cc1	-17.3
O=S(=O)(Cc1ccc(OC(F)F)cc1)c1ncn[nH]1	18.0
COc1cn(C)c(C(=O)Nc2ccccc2C(C)C)cc1=O	-5.1
CN(CCNC(=O)c1cc2cccc(Br)c2o1)C1CC1	-14.2
Cc1cc(-c2nn3c(-c4cc(C(C)C)[nH]n4)nnc3s2)no1	-27.6
c1cc(-c2cnc3c(c2)CCN3CC2CCOC2)ccn1 (stereo not drawn)	5.1
CCOC(=O)C1(Cc2ccccc2F)CCCN(C(=O)CC(C)C)C1 (stereo not drawn)	-9.1
CNc1cncc(-c2cccc(C(=O)NCCN(C)C)c2)n1	-4.2
Cc1csc(C(=O)O)c1-c1c(C)csc1C(=O)O	-17.3
C=CCN1CC(C(=O)NCc2ccc(S(=O)(=O)N(C)C)cc2)CC1=O (stereo not drawn)	-12.7
O=S(=O)(c1ccc(Cl)cc1)c1nc(Nc2ccc(F)cc2F)sc1Cl	-5.9
CCN(CC)c1ccc2cc(-c3nnc(Nc4cccc(C(F)(F)F)c4)s3)c(=O)oc2c1	-4.4
C=CCn1c(=O)c2c(nc3n2CC(C)=NN3Cc2ccccc2F)n(C)c1=O	-13.2
O=C(O)c1cc(-c2ccco2)nn1-c1ccc(Cl)cc1	-4.7
CCC(=O)N(c1nnc(SC(C)C(=O)NC2CCCC(C)C2C)s1)C1CC1 (stereo not drawn)	-2.2
Cc1cccc(S(=O)(=O)NC(=O)C2(C)CCN2C(=O)c2cccc(F)c2)c1 (stereo not drawn)	-9.5
